STAT3 activator – activators of IL-6 induced STAT3 signaling | AID 871 | U3A cells, IL-6 STAT3-luciferase reporter, luminescence; 100% = signal with IL-6 EC80 alone | 190,000 tested, 0.91% active | activation (% of control), % at 5.6 µM;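 active = activation above the screen-wide mean of compound activation plus 3 SD, cut at about 130% in these data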;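 note: 0% = background luminescence of wells with medium and substrate only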
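Test system: STAT3-luciferase reporter U3A cells; Detection: reporter luminescence signal; Times: 1 h compound pre-exposure, 6 h IL-6 stimulation, 37 °C; Benchmarks: IL-6-only high control; Also added: IL-6 stimulus at 33 ng/mL final.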
STAT1 act – activators of IFN-gamma induced STAT1 signaling | NIH 3T3 STAT1-luciferase reporter, luminescence; 100% = IFN-gamma alone, no compound | activation (% of control), % at 5.5 µM | 200,000 tested, 2.6% active;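 active = activation above the screen-wide mean activation plus 3 SD, cut at about 130% in these data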;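 note: raw ratio to IFN-gamma control signal so 100% means no change and 0% no light; values of inactives mirror those of a sister screen read the other way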
FLuc inh counter – inhibits firefly luciferase, flagging false hits in luciferase inhibition screens | inhibition, % at 10 µM | ATPLite firefly luciferase biochemical luminescence, 10 min | 200,000 tested, 1.5% active | P08659;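 active = inhibition above about 50% when tested at 10 µM, limit read from the data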
Target sequence (P08659 whole entry, looked up): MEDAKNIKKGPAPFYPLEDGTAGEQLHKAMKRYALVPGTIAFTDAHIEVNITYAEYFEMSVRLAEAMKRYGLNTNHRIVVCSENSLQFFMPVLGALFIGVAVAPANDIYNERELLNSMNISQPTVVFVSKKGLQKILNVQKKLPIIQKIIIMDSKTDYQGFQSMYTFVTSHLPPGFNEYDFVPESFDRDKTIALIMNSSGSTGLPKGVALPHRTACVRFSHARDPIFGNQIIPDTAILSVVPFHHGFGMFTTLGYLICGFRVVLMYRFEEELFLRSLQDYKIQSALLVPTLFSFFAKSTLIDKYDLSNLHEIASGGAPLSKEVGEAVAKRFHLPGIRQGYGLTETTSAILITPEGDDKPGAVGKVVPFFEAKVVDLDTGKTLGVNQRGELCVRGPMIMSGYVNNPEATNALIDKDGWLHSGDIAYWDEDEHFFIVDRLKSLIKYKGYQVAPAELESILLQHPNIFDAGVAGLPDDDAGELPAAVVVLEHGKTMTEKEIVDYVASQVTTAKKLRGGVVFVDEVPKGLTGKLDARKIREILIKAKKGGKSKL
APP transl inh – APP translation inhibition; SH-SY5Y APP 5'UTR-luciferase reporter, luminescence; inhibition, % at 2 µM; 190,000 tested, 0.82% active;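 active = inhibition above a set limit, derived from the sample mean plus 3 SD, cut at about 45% in these data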; note: values of inactives mirror those of a sister screen read the other way
APP 5'UTR act – APP 5'UTR luciferase reporter activation. SH-SY5Y APP 5'UTR luciferase reporter, luminescence; zero percent = DMSO vehicle wells. activation, % at 2 µM. 190,000 tested, 1% active. AID 1276;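 active = activation above a set limit, based on mean plus 3 SD of controls, cut at about 140% in these data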; note: values of inactives mirror those of a sister screen read the other way
STAT1 inh – reduces IFN-gamma driven STAT1 reporter signal; NIH 3T3 STAT1-luciferase reporter, luminescence; inhibition, % at 5.5 µM; 200,000 tested, 0.35% active; AID 920;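 active = inhibition above a set limit, the mean inhibition across all tested compounds plus 3 SD, cut at about 34% in these data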;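 note: 0% = IFN-gamma with DMSO and 100% = IFN-gamma with 300 µM nifuroxazide; values of inactives mirror those of a sister screen read the other way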
RAM network inh – blocks the yeast RAM network; S. cerevisiae dse1pr::URA3 reporter, 5-FOA growth OD615, 2 d; analog-sensitive cbk1-as2 kinase mutant strain; inhibition, % at 50 µM; 190,000 tested, 1.8% active; AID 868;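 active = inhibition above a set limit, 3 SD over mean compound inhibition, cut at about 8.4% in these data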;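 note: 0% = DMSO-only wells with no growth and 100% = 10 µM 1-NA-PP1 full growth; inhibition rescues growth on 5-FOA so higher OD means more RAM inhibition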
NF-kB expr up – raises NF-kB expression in human neuronal cells; NF-kB reporter expression; stronger effect = higher value; fold change at 12.5 µM; 190,000 tested, 1.6% active; in the data active = fold change above about 3.3
STAT3 blocker – STAT3 signaling inhibition. U3A cells, IL-6 STAT3-luciferase reporter, luminescence; host cell line lacks STAT1. inhibition, % at 5.5 µM. 190,000 tested, 0.89% active;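 active = inhibition above the mean inhibition across all screened compounds plus 3 SD, cut at about 44% in these data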;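 note: 0% = DMSO only wells and 100% = 100 µM nifuroxazide control wells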
Hsp70 activator – Hsp70 transcriptional activation, primary screen; HeLa Hsp70 promoter luciferase reporter, luminescence; scaled: vehicle 0, proteasome-inhibitor control 100%; activation, % at 10 µM; 200,000 tested, 0.04% active;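 active = activation above the mean across all tested compounds plus 3 SD, cutoff set per campaign, cut at about 5.5% in these data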;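 note: 100% = MG132 at 30 µM as the positive control and 0% = DMSO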
* hit, by the source's call; · = not tested or not shown.

1. COc1ccc(CCN2C(=NC(=O)CCC(=O)O)SC3CS(=O)(=O)CC32)cc1OC (stereo unspecified)
2. O=C(CCCn1c(SCc2ccccc2F)nc2ccccc2c1=O)NCC1CCCO1 (stereo unspecified)
3. Cc1cc(Nc2ncc(Cl)cc2Cl)n[nH]1
4. COc1ccc(OC)c(Nc2nc3nonc3nc2N2CCCC(C)C2)c1 (stereo unspecified)
5. O=c1c(-c2ccco2)[n+]([O-])c2ccccc2n1OCc1ccccc1
6. CCN(CC)C(=O)CSc1nc2ccccc2c(=O)[nH]1
assay / compound	1	2	3	4	5	6
STAT3 activator	89.5	101.8	89.8	101.2	85.6	103.6
STAT1 act	96.2	90.2	94.3	94.7	96.1	102.1
FLuc inh counter	3.2	-7.0	-3.7	-9.5	2.7	3.2
APP transl inh	12.4	0.7	-21.4	-1.6	2.5	-7.4
APP 5'UTR act	-12.3	-0.7	21.4	1.6	-2.5	7.4
STAT1 inh	4.2	9.1	6.2	6.0	4.2	-2.3
RAM network inh	-0.7	6.6	0.4	7.5	1.5	0.0
NF-kB expr up	0.98	0.9	1.25	0.98	1.22	1.14
STAT3 blocker	17.0	-0.1	16.1	-1.1	22.1	-0.5
Hsp70 activator	0.2	-0.2	0.0	-0.4	0.1	-0.4

7. Cc1sc2ncnc(NCCCn3ccnc3)c2c1C
8. COC(=O)C(C)NS(=O)(=O)c1ccc(NC(C)=O)cc1 (stereo unspecified)
9. COc1cc(C)c(Cl)cc1S(=O)(=O)n1ccnc1C
10. Cc1noc(C)c1Cn1nc(C(=O)O)c2ccccc2c1=O
11. CC(=O)Oc1ccc(-c2cccc(C(=O)O)c2)cc1
12. COc1ccc(OC)c(NC(=O)CS(=O)(=O)c2ccccc2)c1
assay / compound	7	8	9	10	11	12
STAT3 activator	102.6	93.2	104.9	94.8	108.5	98.0
STAT1 act	97.6	89.4	104.0	95.1	102.3	98.7
FLuc inh counter	-3.2	-1.7	3.0	-6.1	3.9	-2.9
APP transl inh	-8.4	-21.4	-7.6	-7.7	-10.1	-14.9
APP 5'UTR act	8.4	21.4	7.6	7.7	10.1	14.9
STAT1 inh	2.6	11.6	-4.3	5.4	-2.5	1.4
RAM network inh	-0.7	1.5	0.8	2.1	-0.1	0.5
NF-kB expr up	0.71	0.98	1.14	1.4	1.35	1.1
STAT3 blocker	5.9	9.8	0.1	12.4	-1.9	5.1
Hsp70 activator	-0.4	0.1	-0.7	-0.2	-0.2	-0.1

13. CN(C)c1ccc(NS(=O)(=O)c2cc(Cl)ccc2Cl)cc1
14. O=c1[nH][nH]c(C(F)(F)F)c1C=NCc1cccs1
15. COc1ccc(CNc2oc(COc3ccc(Cl)cc3)nc2C#N)cc1
16. O=C1CCC/C(=N\NC(=O)c2ccc(NS(=O)(=O)c3ccc(Br)cc3)cc2)C1
17. Cc1cccc2c1OCC/C2=N\NC(=O)COc1ccccc1Cl
18. COC(=O)CSc1nc2cc3c(cc2cc1C#N)OCO3
assay / compound	13	14	15	16	17	18
STAT3 activator	103.4	110.3	102.3	102.5	88.7	108.3
STAT1 act	105.5	97.4	103.5	105.2	129.9*	155.2*
FLuc inh counter	-3.7	-5.9	-8.7	-2.3	5.3	-6.7
APP transl inh	-18.1	-0.3	1.1	-4.9	-5.8	-170.0
APP 5'UTR act	18.1	0.2	-1.1	4.9	5.8	170.0*
STAT1 inh	-6.2	2.1	-3.8	-6.2	-33.4	-60.5
RAM network inh	0.4	1.4	12.8*	1.7	1.7	0.7
NF-kB expr up	1.01	1.28	0.62	1.22	1.98	6.76*
STAT3 blocker	-6.7	-10.0	0.7	-1.7	15.8	-0.5
Hsp70 activator	-0.3	-0.2	-0.3	-0.5	-0.2	0.0

19. CCOC(=O)c1sc2ncnc(NCc3ccco3)c2c1C
20. NC(=S)Cc1nc2n(n1)Cc1ccccc1-2
21. COCCCN1C(=O)c2ccccc2C1C(=O)NC1CCCCCC1 (stereo unspecified)
22. Cc1ccc(S(=O)(=O)N2CCN(CC(=O)N/N=C/c3ccc(Br)s3)CC2)cc1
23. CCS(=O)(=O)N1CCN(c2ccc([N+](=O)[O-])c(NCc3ccccc3)c2)CC1
24. Cc1oc2ccc(OC(=O)COc3c(F)c(F)c(F)c(F)c3F)cc2c1C(=O)OC(C)C
assay / compound	19	20	21	22	23	24
STAT3 activator	83.4	96.3	101.0	101.0	97.7	94.0
STAT1 act	94.2	104.7	102.5	102.6	94.9	101.6
FLuc inh counter	-2.0	-2.8	-3.6	-5.5	-1.6	-4.5
APP transl inh	-9.1	-10.3	6.8	0.9	-9.2	-13.2
APP 5'UTR act	9.1	10.3	-6.8	-0.9	9.2	13.2
STAT1 inh	6.3	-5.1	-2.7	-3.0	5.6	-1.7
RAM network inh	-1.2	0.4	-0.1	1.9	5.9	13.3*
NF-kB expr up	1.19	0.84	1.05	1.06	0.72	1.18
STAT3 blocker	22.9	3.0	-0.5	1.0	3.3	10.5
Hsp70 activator	0.0	-0.2	0.2	-0.1	-0.3	-0.3

25. Cc1c(Cc2ccccc2)sc(N)c1C(N)=O
26. CCOCC(=O)Nc1cc(Cl)c(OC)cc1OC
27. CCOC(=O)C1=C(CC)Nc2ccccc2N=C1NC(=O)c1ccc(S(=O)(=O)N(C)C)cc1
28. CCN(CCN(C)C)C(=O)Cn1ncc2c1-c1cc(C)ccc1OC2
29. N#Cc1ccccc1/C=N/Nc1nc(-c2ccccc2)c2cc(Cl)ccc2n1
30. Cc1ccc(Nc2ccc(S(=O)(=O)N3CCOCC3)cc2[N+](=O)[O-])c(C)c1
assay / compound	25	26	27	28	29	30
STAT3 activator	104.0	85.3	103.8	102.5	96.4	102.3
STAT1 act	98.7	104.9	92.7	98.2	104.7	95.8
FLuc inh counter	-6.8	-4.4	5.2	-1.6	-7.6	-7.8
APP transl inh	14.5	-7.4	18.5	4.2	-16.7	-15.1
APP 5'UTR act	-14.5	7.4	-18.5	-4.2	16.7	15.1
STAT1 inh	1.4	-7.5	20.7	2.0	-5.1	4.6
RAM network inh	2.8	1.1	1.8	1.6	6.9	3.2
NF-kB expr up	0.86	1.19	0.45	1.11	0.81	0.96
STAT3 blocker	0.1	20.2	-4.7	6.0	9.9	-8.0
Hsp70 activator	-0.3	-0.2	-0.2	-0.1	-0.3	-0.2

31. Clc1ccc(/C=N/c2c(-c3ccco3)nc3ccccn23)cc1
32. CCOC(=O)c1ccc(NC(=S)NCCCN2CCOCC2)cc1
33. Cc1ccc(S(=O)(=O)N2CCSC2C(=O)O)cc1 (stereo unspecified)
34. COc1ccc(OCCC(=O)NC2=NCCS2)cc1
35. C=C(C)[C@H]1CC=C(C)/C(=N/NC(=O)CNc2ccccc2OC)C1
36. COc1ccc(-n2cc(CNCCc3cscn3)c(-c3ccccc3Cl)n2)cc1
assay / compound	31	32	33	34	35	36
STAT3 activator	85.2	105.5	96.2	107.9	102.2	109.2
STAT1 act	90.5	94.3	95.5	108.4	101.1	107.4
FLuc inh counter	23.3	3.4	-8.9	0.4	-6.4	2.5
APP transl inh	-0.7	-11.2	-4.6	-5.8	19.3	1.9
APP 5'UTR act	0.7	11.2	4.6	5.8	-19.3	-1.9
STAT1 inh	3.4	4.4	4.9	-9.2	-1.3	-9.9
RAM network inh	4.7	2.0	2.3	0.5	2.0	-0.1
NF-kB expr up	0.94	1.05	1.09	1.38	1.15	1.6
STAT3 blocker	18.7	-4.0	8.7	-6.2	-1.3	-8.4
Hsp70 activator	-0.4	-0.1	-0.3	0.0	-0.2	-0.1

An excerpt from above in order of their number in NF-kB expr up, low to high:
| item | structure | NF-kB expr up |
| --- | --- | --- |
| 31 | Clc1ccc(/C=N/c2c(-c3ccco3)nc3ccccn23)cc1 | 0.94 |
| 32 | CCOC(=O)c1ccc(NC(=S)NCCCN2CCOCC2)cc1 | 1.05 |
| 33 | Cc1ccc(S(=O)(=O)N2CCSC2C(=O)O)cc1 (stereo unspecified) | 1.09 |

Other compounds.
37. O=C(/C=C/Nc1ccc(Nc2ccccc2)cc1)c1cccs1
38. COc1ccc(C)cc1NC(=O)C(NC(=O)c1cc(OC)c(OC)c(OC)c1)C(C)C (stereo unspecified)
39. COc1cc(NC(=S)NC(=O)c2cc(C)cc(C)c2)ccc1NC(=O)c1cccs1
40. Cc1cccc(Nc2nnc(SCC(=O)N(C)C3CCS(=O)(=O)C3)s2)c1C (stereo unspecified)
41. COC(=O)c1sc(NC(=O)COc2cccc3ccccc23)nc1C
42. Cc1ccc(S(=O)(=O)C2(C(=O)N3CCN(C4CCCCC4)CC3)CC2)cc1
assay / compound	37	38	39	40	41	42
STAT3 activator	102.7	108.2	93.1	108.8	95.9	98.9
STAT1 act	162.5*	89.8	98.9	96.2	101.5	105.8
FLuc inh counter	16.9	-9.3	-0.8	2.5	-5.2	0.3
APP transl inh	-97.8	-7.2	·	12.2	2.5	-5.7
APP 5'UTR act	97.8	7.2	·	-12.2	-2.5	5.7
STAT1 inh	-69.8	12.4	1.2	4.2	-1.6	-6.4
RAM network inh	4.2	1.9	1.5	-0.4	1.4	0.3
NF-kB expr up	2.23	1.14	1.04	1.08	0.89	0.98
STAT3 blocker	8.5	-4.3	14.0	-12.5	8.6	7.1
Hsp70 activator	0.4	0.3	-0.2	-0.1	0.3	-0.1

43. FC(F)(F)c1ccc(N2CCOCC2)c(Nc2nc3ccccc3n3cnnc23)c1
44. O=C(O)c1ccc(CNC(=O)c2ccc(C(F)(F)F)cc2)cc1
45. COc1ccc(OC)c(C(O)c2nc3ccccc3n2C(C)C)c1 (stereo unspecified)
46. COc1ccc(C(=O)OCC(=O)Nc2cc(S(=O)(=O)N3CCOCC3)ccc2N2CCCC2)cc1
47. O=C(CCc1ccc(O)c(O)c1)NNC(=S)Nc1ccc(Br)cc1Cl
48. CCOc1ccc(C(=O)c2cnc3ccccc3c2N2CCN(CC)CC2)cc1
assay / compound	43	44	45	46	47	48
STAT3 activator	100.3	148.9*	99.4	110.9	105.9	102.2
STAT1 act	105.0	108.8	106.1	95.6	104.7	100.6
FLuc inh counter	1.8	-4.9	-0.3	-0.5	-4.4	-4.8
APP transl inh	14.7	-3.0	-12.0	-19.5	-14.2	-6.8
APP 5'UTR act	-14.7	3.0	·	19.5	14.2	6.8
STAT1 inh	-5.5	-9.5	-3.0	2.4	-7.1	-1.4
RAM network inh	4.1	1.9	0.1	-0.6	0.6	1.9
NF-kB expr up	0.44	1.19	0.88	1.08	0.94	1.02
STAT3 blocker	4.7	-50.3	3.7	-12.4	-4.6	-0.2
Hsp70 activator	-0.3	-0.1	-0.4	-0.5	-0.4	-0.3

49. Cc1noc(C)c1C(c1ccccc1)S(=O)(=O)c1ccccc1 (stereo unspecified)
50. O=C(c1cnn(-c2ccccc2)c1)c1ccccc1O
51. CN(C)S(=O)(=O)c1cccc(CSc2cccc[n+]2[O-])c1
52. COc1ccc(/C=N/Nc2nc3ccccc3o2)cc1O
53. O=C(O)CCSc1nnc(-c2cccnc2)n1-c1ccccc1
assay / compound	49	50	51	52	53
STAT3 activator	97.3	71.9	97.5	82.0	107.0
STAT1 act	99.1	117.8	99.1	118.5	105.1
FLuc inh counter	-6.8	39.2	-4.6	65.7*	-5.4
APP transl inh	15.2	-183.5	-0.8	-137.2	-1.9
APP 5'UTR act	-15.2	183.5*	0.8	137.2*	1.9
STAT1 inh	1.0	-19.6	1.0	-20.1	-5.5
RAM network inh	0.7	-0.4	0.1	0.2	0.0
NF-kB expr up	1.12	9.48*	1.16	8.62*	1.12
STAT3 blocker	5.4	35.6	12.7	20.6	-0.9
Hsp70 activator	-0.6	-0.4	0.3	0.0	-0.2

Source: PubChem BioAssay (several laboratories)
